TRHR PAM = allosterically enhances the human TRH receptor. AID 493056. enhancement, % at 2 µM. TRHR cells, fluo-8 calcium fluorescence, EC20 TRH enhancement. 360,000 tested, 0.66% active; in the data active = enhancement above about 30%; also: 0% is about no effect
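Enhancer read-out: after compound pinning and an initial kinetic agonist-mode read, an EC20 of TRH (10 nM final) was injected and fluo-8 calcium signal (Ex 480/Em 530) followed at 1 s/cycle for 100 cycles in TRHR-expressing cells.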
D1 antagonist = human D1 dopamine receptor antagonism. P21728. HEK293 TREx D1 cells, calcium flux, dopamine EC80; stronger effect = lower value. activity change, negative = inhibition, % at 10 µM. 360,000 tested, 3.2% active; in the data active = activity change below about -30%; also: % is scaled to controls: 0 for no effect and ±100 for the full control effect
Target sequence (P21728 whole entry, looked up): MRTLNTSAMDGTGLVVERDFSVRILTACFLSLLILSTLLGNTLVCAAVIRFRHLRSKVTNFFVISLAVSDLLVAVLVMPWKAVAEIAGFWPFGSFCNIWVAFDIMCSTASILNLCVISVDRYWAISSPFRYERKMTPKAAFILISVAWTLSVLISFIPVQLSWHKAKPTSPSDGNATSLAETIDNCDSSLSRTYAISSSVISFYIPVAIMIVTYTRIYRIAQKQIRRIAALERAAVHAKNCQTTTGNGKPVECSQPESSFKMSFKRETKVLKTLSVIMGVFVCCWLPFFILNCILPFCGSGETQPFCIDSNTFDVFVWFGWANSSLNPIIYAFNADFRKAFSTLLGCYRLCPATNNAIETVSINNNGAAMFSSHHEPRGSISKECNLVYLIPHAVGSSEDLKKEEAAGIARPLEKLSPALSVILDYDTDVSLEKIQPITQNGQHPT
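Cells carrying a force-coupled, tetracycline-inducible human D1 receptor report calcium flux. Each well gets a 10 s baseline, compound with 180 s monitoring, then an EC80 dopamine stimulus with a second 180 s kinetic read.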
D2 antagonist = antagonizes the human D2 dopamine receptor; 340,000 tested, 2% active; inhibition, % at 10 µM; AID 485344; HEK293 TREx D2 cells, calcium flux, dopamine EC80; P14416; in the data active = inhibition above about 30%; also: 0% is about no effect
Target sequence (P14416 whole entry, looked up): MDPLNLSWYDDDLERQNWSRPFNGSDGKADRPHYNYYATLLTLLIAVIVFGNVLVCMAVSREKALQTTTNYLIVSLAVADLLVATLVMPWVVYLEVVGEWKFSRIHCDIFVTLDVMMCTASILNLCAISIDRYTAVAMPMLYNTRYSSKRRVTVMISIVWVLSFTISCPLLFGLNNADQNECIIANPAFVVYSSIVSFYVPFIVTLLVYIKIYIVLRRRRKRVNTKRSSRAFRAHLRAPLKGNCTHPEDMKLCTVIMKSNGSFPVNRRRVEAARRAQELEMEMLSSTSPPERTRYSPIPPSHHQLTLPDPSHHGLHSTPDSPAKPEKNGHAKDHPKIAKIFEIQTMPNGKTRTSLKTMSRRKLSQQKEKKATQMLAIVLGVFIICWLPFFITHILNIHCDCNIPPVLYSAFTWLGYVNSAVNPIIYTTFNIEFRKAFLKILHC
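Calcium flux kinetic readout in an inducible HEK293 TREx D2 line plated overnight at 30 C. After 180 s compound exposure, an EC80 dopamine challenge follows with another 180 s kinetic read to detect antagonism.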
D1 agonist = activates the human D1 dopamine receptor | P21728 | HEK293 T-REx D1 cells, calcium flux, agonist mode | activation, % at 2 µM | 360,000 tested, 1% active; also: 0% is about no effect
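Tetracycline-induced HEK293 TREx D1 cells, force-coupled to calcium signalling, were dye-loaded with a no-wash calcium kit. Compound was pin-added after a 10 s baseline. Fluorescence was read kinetically at 1 cycle/s for 180 s, with calcium rises flagged as agonism.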
D1 PAM = human D1 dopamine receptor positive modulation | AID 504651 | potentiation, % at 10 µM | HEK293 TREx D1 cells, calcium flux, dopamine EC20 potentiation | 360,000 tested, 0.036% active; in the data active = potentiation above about 30%; also: 0% is about no effect
D2 PAM = positively modulates the human D2 dopamine receptor allosterically | P14416 | HEK293 T-REx D2, calcium flux, EC20 dopamine potentiation | potentiation, % at 10 µM | 340,000 tested, 0.34% active | AID 485347;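 active = potentiation over 3 SD above the plate norm, cut at about 30% in these data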; also: 0% is about no effect
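Primary screen. Calcium kinetics in induced HEK293 T-REx D2 cells: compound pre-addition 180 s, EC20 dopamine, 180 s more.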
RXFP1 antag = antagonists of human relaxin receptor RXFP1; Q9HBX9; HEK293-RXFP1, relaxin-stimulated cAMP HTRF, 30 min; stronger effect = lower value; activity change, negative = inhibition, % at 57.5 µM; 350,000 tested, 0.59% active;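 active = activity change of -60% or lower, but not beyond a set lower limit; inconclusive = change between -60% and -40%, or beyond the set limit; inactive = change above -40%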; also: % is scaled to controls: 0 for no effect and ±100 for the full control effect
TRHR ag = activates the human TRH receptor; P34981; TRHR cells, calcium flux fluo-8, FDSS agonist mode; activation, % at 2 µM; 360,000 tested, 0.18% active; AID 493084; also: 0% is about no effect
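Read-out: compound-evoked intracellular calcium rise in TRHR cells, fluo-8 dye, kinetic FDSS fluorescence at 1 s/cycle following a 10-cycle baseline. Cells cultured overnight before dye loading (30 min–1.5 h, RT).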
D2 agonist = activates the human D2 dopamine receptor; P14416; HEK293 T-REx D2 cells, calcium flux agonist mode; activation, % at 2 µM; 340,000 tested, 0.53% active; AID 485358;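 active = activation over 3 SD above normal in the single-dose calcium agonist read, cut at about 30% in these data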; also: 0% is about no effect
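Agonism scored from kinetic calcium signal (1 read/sec, 180 s) following compound pin transfer, after a 10 s baseline. Cells: HEK293 Trex line expressing inducible D2 receptor coupled to calcium, dye-loaded after overnight culture at 30 C.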
* marks the source's active call; other numbers are inactive results; ? = inconclusive; · = not tested or not shown. Rule as the data show it, unless noted: active = activation above about 30%; inactive = the rest. Not a hit list; overall some 7.1% were active at least once.

SMILES	TRHR PAM	D1 antagonist	D2 antagonist	D1 agonist	D1 PAM	D2 PAM	RXFP1 antag	TRHR ag	D2 agonist
Cc1ccc(C(C(=O)NCc2ccco2)N(Cc2ccco2)C(=O)CNC(=O)c2ccco2)cc1 (stereo not drawn)	-2	10	6	1	-2	-1	-3	-0.7	-0.4
CC(C)S(=O)(=O)N1CCCC(C(=O)c2cccc(Cl)c2)C1 (stereo not drawn)	-4	12	-1	1	-2	4	-2	-1.3	-0.8
COc1ccc(C)cc1NC(=S)NC12CN3CN(CN(C3)C1)C2	7	-3	14	2	-1	1	·	-0.3	-1.1
O=c1[nH]c2ccc(NC(=S)Nc3ccccc3Cl)cc2[nH]1	-11	0	0	7	3	7	-5	1.3	0.2
CCC(C)[C@@H](NC(=O)OC(C)(C)C)c1nnc(S(=O)(=O)Cc2cccc(C)c2)o1 (stereo partly drawn)	-11	-7	-2	4	-6	0	?	3.2	3.1
COc1ccccc1Cn1ccn(Cc2c(F)cccc2Cl)c(=O)c1=O	-7	5	·	1	-1	-2	21	0.3	0.6
CCN(CC)CCNS(=O)(=O)c1ccc(Cl)cc1	-16	-10	-23	4	-6	5	2	0.2	-0.2
CCc1ccc(C(=O)NCc2cnn(C)c2)s1	-1	6	1	1	3	-5	-5	-0.1	0.6
O=C(Nc1ccc(Cl)c(-c2nc3cc(Cl)ccc3o2)c1)c1cc([N+](=O)[O-])ccc1N1CCOCC1	3	10	·	2	-2	·	·	-4.3	-1.5
O=C(Nc1ccncc1)c1cc(-c2cccc(Br)c2)nc2ccccc12	0	4	5	1	-1	6	-28	0.6	0.3
CN(C)S(=O)(=O)c1cccc(NC(=O)c2cccc(S(=O)(=O)N3CCc4ccccc43)c2)c1	2	-57*	-8	5	-5	0	7	0.8	0.4
CCOC(=O)N1CCC(NC(=O)C2CCCN(Cc3nc(-c4cccc(C)c4)oc3C)C2)CC1 (stereo not drawn)	7	-22	-6	11	-12	10	23	-0.1	1.3

Compound profiles (already shown):
Entry for CCC(C)[C@@H](NC(=O)OC(C)(C)C)c1nnc(S(=O)(=O)Cc2cccc(C)c2)o1 (stereo partly drawn) : TRHR PAM: -11; D1 antagonist: -7; D2 antagonist: -2; D1 agonist: 4; D1 PAM: -6; D2 PAM: 0; RXFP1 antag: ?; TRHR ag: 3.2; D2 agonist: 3.1
Entry for CCc1ccc(C(=O)NCc2cnn(C)c2)s1 : TRHR PAM: -1; D1 antagonist: 6; D2 antagonist: 1; D1 agonist: 1; D1 PAM: 3; D2 PAM: -5; RXFP1 antag: -5; TRHR ag: -0.1; D2 agonist: 0.6
Entry for O=C(Nc1ccncc1)c1cc(-c2cccc(Br)c2)nc2ccccc12 : TRHR PAM: 0; D1 antagonist: 4; D2 antagonist: 5; D1 agonist: 1; D1 PAM: -1; D2 PAM: 6; RXFP1 antag: -28; TRHR ag: 0.6; D2 agonist: 0.3

Other records follow:
SMILES	TRHR PAM	D1 antagonist	D2 antagonist	D1 agonist	D1 PAM	D2 PAM	RXFP1 antag	TRHR ag	D2 agonist
O=C(Cc1ccccc1)N/N=C/c1cc(Br)cs1	-3	4	-5	1	-6	-4	-7	-1.5	0.8
Cc1ccc(S(=O)(=O)Nc2cc(C(F)(F)F)ccc2N2CCOCC2)cc1C	9	10	-4	0	-3	5	-5	1.0	0.3
CCCC(C)NC1=NCCCCC1 (stereo not drawn)	-7	7	4	1	-2	-4	7	-0.5	-0.1
Cc1ccc(-c2nnn(CCC(=O)N3CCCCC3C)n2)cc1 (stereo not drawn)	0	11	-27	3	3	-15	1	-0.5	0.5
CC(C)(C)c1ccc(C(=O)OCCNC(=O)c2c(Cl)nc3ccccn23)cc1	5	-2	1	8	1	10	-16	-1.1	-0.6
C=Cn1cc[n+](CC(=O)c2ccc(OC)cc2)c1	5	-2	16	4	11	4	-3	0.2	-0.5
CC(C)Oc1ccc(CC2CCC(=O)N(C)C2=O)cc1 (stereo not drawn)	6	-6	3	1	-6	3	5	-1.1	0.7
CCCN1C(=O)C(NC(=O)c2ccccc2OC)(C(F)(F)F)C(C(=O)OC)=C1C (stereo not drawn)	-2	-5	·	0	-3	-4	-1	-1.4	0.5
O=C(CSc1nccn1-c1cccc(Cl)c1)Nc1ccc2c(c1)OCCO2	2	10	17	0	·	-6	·	-0.1	-0.1
CCN(C(=O)CN1C(=O)S/C(=C\c2cccc(OC)c2)C1=O)C1CCS(=O)(=O)C1 (stereo not drawn)	-1	-4	-4	4	-2	-1	-11	-0.2	-1.0
C/C(=N\Nc1nc2ccccc2[nH]1)c1ccc2c(c1)OCCO2	0	-6	6	0	4	0	?	-1.0	0.3
COCCCn1c(SCC(=O)n2c(C)c(C)c3ccccc32)nnc1-c1ccoc1C	-1	4	-6	0	4	-7	6	-1.2	-1.9

Random excerpt: two compounds from above, in no set order.
SMILES	TRHR PAM	D1 antagonist	D2 antagonist	D1 agonist	D1 PAM	D2 PAM	RXFP1 antag	TRHR ag	D2 agonist
Cc1ccc(-c2nnn(CCC(=O)N3CCCCC3C)n2)cc1 (stereo not drawn)	0	11	-27	3	3	-15	1	-0.5	0.5
C=Cn1cc[n+](CC(=O)c2ccc(OC)cc2)c1	5	-2	16	4	11	4	-3	0.2	-0.5

(further entries)
SMILES	TRHR PAM	D1 antagonist	D2 antagonist	D1 agonist	D1 PAM	D2 PAM	RXFP1 antag	TRHR ag	D2 agonist
COCCCNC(=O)C1CCN(C(=O)c2oc3cc4sc(N(C)C)nc4cc3c2C)CC1	0	-5	0	-1	0	-3	39	-0.3	0.2
COc1cccc(C(=O)OCC(=O)Nc2nnc(-c3ccccc3)o2)c1	-4	-1	-4	2	4	0	-13	0.3	-0.6
Cc1ccc(NC(=O)Cn2nnc3sc4c(c3c2=O)CCCC4)c(C)c1	14	0	·	0	2	0	-18	-0.3	0.8
FC(F)(F)c1cnc(COc2cc(Cl)cc(Cl)c2)c(Cl)c1	4	6	-17	5	3	4	2	0.6	-1.0
COc1cc(C2NC(=O)c3c(sc4c3CCN(C)C4)N2)cc(Br)c1OC(=O)c1ccc(C)cc1 (stereo not drawn)	2	16	·	1	1	4	-9	1.7	1.0
CCOc1cc(C(=O)NC(C)CC)cc(OCC)c1OCC (stereo not drawn)	3	6	8	2	1	2	-10	-0.4	0.8
CC(=O)Nc1ccc(S(=O)(=O)N2CCN(CC(=O)N3CCOCC3)CC2)cc1	-5	21	37*	4	4	-3	-5	1.1	1.0
NS(=O)(=O)c1ccc(NC(=S)Nc2ccc(S(=O)(=O)N3CCCC3)cc2)cc1	1	3	6	3	1	24	13	0.1	1.4
COc1ccccc1-c1nnc(SCC(=O)N2CCC(C)CC2)o1	-3	-21	0	5	-6	9	1	0.1	-0.1
COc1ccccc1C1NC(=O)NC(C)=C1C(=O)OCc1ccccc1 (stereo not drawn)	-1	2	6	0	-15	6	7	-0.5	0.7
COc1cc(OC)c(NC(=O)Cn2c(=O)nc(-c3ccccc3)c3ccccc32)cc1Cl	-5	5	·	-2	1	-2	·	-0.5	-0.3
O=C(NC1CCCCC1)c1ccc2c(c1)N(Cc1ccccc1)C(=O)c1ccccc1S2	-2	-17	·	1	-2	-14	7	0.1	0.8
CCC(=O)Nc1nnc(S(=O)(=O)N(C)Cc2ccco2)s1	0	5	27	2	-2	-3	1	0.4	0.4
O=C(COc1ccc2ccccc2c1)Nc1ccc(S(=O)(=O)N2CCCCCC2)cc1	3	3	-2	2	0	-2	-2	0.7	1.3
COC(=O)c1cc2oc3ccccc3c2n1CC(=O)N1CCCc2ccccc21	1	13	-9	4	6	8	-1	0.4	1.8
CCOc1cc(-c2noc(CCC(=O)NCCc3ccccc3)n2)ccc1OC	-7	46	15	15	1	-7	3	-0.1	0.4
COCCNCC(=O)N1CCCCCC1	5	-27	-9	5	-5	15	2	-0.4	-2.2
COc1ccc(Cl)cc1S(=O)(=O)N1CCC(C(=O)NC2CCCC2)CC1	10	17	-4	7	-6	8	4	-1.1	-1.4
CN=C1S/C(=C\c2ccc(OCC(=O)OC)c(OC)c2)C(=O)N1C	-6	7	-3	-1	2	-5	-4	0.0	5.7
Cc1ccc(C)c(NC(=O)CSc2c3c(nc4ccc(Cl)cc24)CCCC3)c1	-2	-3	·	2	2	1	2	-0.4	0.4
O=C(O)COc1ccc2nsnc2c1Cl	1	-8	-3	3	7	-4	·	-0.4	-0.5
O=C1CCC(/C=C/c2ccccc2)=NN1	0	1	-2	-1	-3	14	-25	-0.3	0.0
CN(C)CCCOC(=O)c1ccc(Cl)cc1Cl	3	-1	20	3	-6	-6	1	0.2	0.7
COC(=O)c1ccc(/C=N\NC(=O)c2c(C)nc3ccc(Cl)cn23)cc1	3	2	8	2	3	10	-1	1.1	0.7
Cc1ccc(NC(=O)CN2C(=O)S/C(=C\c3ccc(OCC(=O)O)c(Br)c3)C2=O)cc1	-7	3	8	1	-3	-4	-14	-0.1	-0.4
COc1ccccc1N1CCN(CC(=O)Nc2ccc(S(=O)(=O)N3CCCCCC3)cc2)CC1	-4	4	·	2	7	·	-11	0.1	·
O=C(Nc1ccccc1C(F)(F)F)c1noc2c1CCCC2	-2	-1	·	4	0	1	-4	-0.4	·
CCOc1ccccc1NC(=O)CN(C)S(=O)(=O)c1cnc[nH]1	-1	1	-6	2	3	2	-10	0.4	0.6
Cc1ccc(Oc2nc3c(c(=O)n(Cc4ccccc4Cl)c(=O)n3C)n2C)cc1C	-4	-29	·	3	-2	-8	·	-0.3	-1.2
COC(=O)c1ccc(COc2ccc3c(c2)CCC3)o1	-3	-1	-6	0	2	7	-17	-1.0	-1.2
O=C(Cc1cccc2ccccc12)NC(=S)Nc1cccc(C(=O)O)c1	6	4	10	0	-4	-1	-19	-0.3	-0.2
Cn1c(=O)c(=O)n(C)c2cc(N3CCCC3)c(NC(=O)c3ccccc3Cl)cc21	0	-8	·	0	3	2	-20	-0.3	-0.4
COCc1c(Br)c(C)nc(OCC(=O)N/N=C/c2ccco2)c1C#N	-1	1	-9	5	5	10	-12	-0.9	-0.2
O=C(Nc1ccccc1Cl)c1cccc(NC(=O)C2CCCC2)c1	-6	9	12	5	-3	1	0	-0.3	-0.7
O=C(CSc1nc(=O)n(Cc2ccco2)c2c1CCC2)NCc1ccccc1	-6	·	·	-3	3	-1	·	-0.6	0.4
Cc1ccc(C(=O)Nc2nncs2)cc1S(=O)(=O)N1CCOCC1	0	17	-2	6	4	14	3	-0.3	0.6
CC(=O)N(Cc1cccc(Br)c1)c1ccc(N2CCOCC2)c(Cl)c1	-3	-8	3	8	-15	1	0	0.2	0.4
CC(NC(=O)COC(=O)CNS(=O)(=O)/C=C/c1ccccc1)c1ccccc1 (stereo not drawn)	-7	-12	-10	4	-3	-6	-7	0.3	0.3
CCn1cc(CN2CCC(n3nccc3NC(=O)CCOc3ccccc3)CC2)cn1	-1	6	5	4	7	9	3	-0.7	0.1
O=C(Cc1ccc(Br)cc1)OCC(=O)c1ccc2c(c1)OCCO2	1	-4	1	6	-2	-2	-7	-0.1	0.2
CCCOC(=O)CC1C(=O)NCCN1Cc1ccc(F)cc1 (stereo not drawn)	9	3	-9	1	·	0	·	1.0	1.3
CCN(CC)CCCC(C)NC(=O)c1ccc(C(F)(F)F)cc1 (stereo not drawn)	0	13	-2	3	0	4	-6	-0.4	0.3

Compound activity: PubChem, National Center for Advancing Translational Sciences (NCATS)
